Screening results as filed in PubChem.
PAFAH1B2 inh: PAFAH1B2 (human) inhibition | inhibition, % at 3.39 µM | recombinant PAFAH1B2, FP-rhodamine activity probe, fluorescence polarization | 340,000 compounds, 1.2% hits | P68402;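 active = inhibition above the mean of all tested compounds plus 3 SD, cut at about 24% in these data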;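 note: 0% = enzyme with DMSO and 100% = wells lacking PAFAH1B2; many of its hits are not listed in these tables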
Target sequence (P68402 whole entry, looked up): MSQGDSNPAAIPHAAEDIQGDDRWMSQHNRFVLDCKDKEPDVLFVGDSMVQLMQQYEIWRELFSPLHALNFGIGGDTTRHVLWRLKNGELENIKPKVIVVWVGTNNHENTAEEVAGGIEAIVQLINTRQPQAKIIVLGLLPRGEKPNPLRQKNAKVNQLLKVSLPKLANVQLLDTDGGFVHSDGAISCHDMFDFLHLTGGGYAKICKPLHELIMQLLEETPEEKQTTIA
pPAFAH FP inh: inhibitors of human plasma PAF acetylhydrolase (pPAFAH); Q13093; recombinant pPAFAH, FP-rhodamine probe fluorescence polarization; inhibition, % at 3.39 µM; 330,000 compounds, 1.5% hits; AID 463082;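 active = inhibition above the mean inhibition across the screen plus 3 SD, cut at about 25% in these data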;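 note: inhibitors block binding of the rhodamine activity-based probe so polarization drops; 0% = enzyme with DMSO and 100% = wells lacking pPAFAH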
Target sequence (Q13093 whole entry, looked up): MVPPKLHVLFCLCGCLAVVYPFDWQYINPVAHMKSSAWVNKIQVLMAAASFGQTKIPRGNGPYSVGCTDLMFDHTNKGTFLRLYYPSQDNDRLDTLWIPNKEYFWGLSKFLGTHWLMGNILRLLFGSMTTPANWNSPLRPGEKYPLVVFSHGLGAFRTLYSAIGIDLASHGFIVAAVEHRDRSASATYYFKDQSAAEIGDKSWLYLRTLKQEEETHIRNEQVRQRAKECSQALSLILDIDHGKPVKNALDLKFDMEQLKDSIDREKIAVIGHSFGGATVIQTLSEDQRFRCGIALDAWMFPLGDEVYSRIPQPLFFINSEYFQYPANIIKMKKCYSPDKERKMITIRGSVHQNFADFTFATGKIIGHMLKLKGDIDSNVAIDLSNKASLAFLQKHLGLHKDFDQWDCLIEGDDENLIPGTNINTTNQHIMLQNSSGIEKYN
LYPLA2 counter: counter-screen for PME1 inhibitors: inhibitors of human LYPLA2; O95372; inhibition, % at 5.9 µM; 320,000 compounds, 0.38% hits; AID 2177; recombinant LYPLA2, FP-Rh probe fluorescence polarization;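 active = inhibition above the screen-wide mean plus 3 SD, limit set per campaign, cut at about 26% in these data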;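 note: 0% = LYPLA2 with DMSO and 100% = wells lacking LYPLA2 enzyme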
Target sequence (O95372 whole entry, looked up): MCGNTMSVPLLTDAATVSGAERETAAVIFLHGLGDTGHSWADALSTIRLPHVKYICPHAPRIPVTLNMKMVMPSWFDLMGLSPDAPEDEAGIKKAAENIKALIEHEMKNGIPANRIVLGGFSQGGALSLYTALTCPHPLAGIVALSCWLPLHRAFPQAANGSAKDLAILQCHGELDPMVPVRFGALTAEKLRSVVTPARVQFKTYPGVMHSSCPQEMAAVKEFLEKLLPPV
PAFAH2 inh: PAFAH2 (human) inhibition | AID 492956 | recombinant PAFAH2, FP-rhodamine activity probe, fluorescence polarization | 340,000 compounds, 0.99% hits | inhibition, % at 3.39 µM;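 active = inhibition above the mean over all tested compounds plus 3 SD, cut at about 30% in these data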;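 note: inhibitors block probe labeling of enzyme so polarization drops; 0% = enzyme with DMSO and 100% = wells lacking PAFAH2 protein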
PME-1 inh: blocks human protein phosphatase methylesterase 1 | Q9Y570 | recombinant PME-1, FP-Rh probe fluorescence polarization | inhibition, % at 5.9 µM | 320,000 compounds, 0.53% hits;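 active = inhibition above the campaign mean of all compounds plus 3 SD, cut at about 26% in these data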;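 note: competitive labeling of PME-1 active site by serine hydrolase directed probe; 0% = PME-1 with DMSO and 100% = wells lacking PME-1 enzyme; inhibitors block probe labeling so polarization falls and inhibition rises; many of its hits are not listed in these tables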
LYPLA1 counter: blocks human lysophospholipase 1, a PME1 counter-screen | inhibition, % at 5.9 µM | recombinant LYPLA1, FP-Rh probe fluorescence polarization | O75608 | 320,000 compounds, 0.16% hits | AID 2174;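 active = inhibition above the mean of all tested compounds plus 3 SD, set per campaign, cut at about 14% in these data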;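 note: inhibitors block serine hydrolase probe labeling of LYPLA1 so polarization falls; 0% = enzyme with DMSO and 100% = wells lacking LYPLA1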
PAFAH1B3 inh: inhibitors of human PAFAH1B3 | Q15102 | recombinant PAFAH1B3, FP-rhodamine probe, fluorescence polarization | inhibition, % at 3.39 µM | 340,000 compounds, 0.28% hits;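 active = inhibition above the screen-wide average of all tested compounds plus 3 SD, cut at about 25% in these data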;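 note: 0% = enzyme with DMSO only and 100% = wells lacking PAFAH1B3 protein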
GSTO1 inh: blocks human GSTO1 in RBBP9 counter-screen; recombinant GSTO1, activity-based probe fluorescence polarization; inhibition, % at 5.96 µM; 300,000 compounds, 1.1% hits; AID 1974;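 active = inhibition above the campaign mean inhibition plus 3 SD, cut at about 35% in these data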;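 note: 0% = GSTO1-1 with DMSO and 100% = wells lacking GSTO1-1 enzyme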
PAD4 inh: blocks human protein arginine deiminase 4. Q9UM07. recombinant PAD4, RCA probe fluorescence polarization. inhibition, % at 6.36 µM. 330,000 compounds, 0.41% hits. AID 485272;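 active = percent inhibition above a cutoff equal to the mean of all tested compounds plus 3 SD, cut at about 15% in these data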;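 note: 0% = PAD4 with RCA probe and DMSO and 100% = probe without PAD4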
An asterisk follows results filed as active; / = not tested or not shown.

Values in the order – PAFAH2 inh | LYPLA1 counter | GSTO1 inh | PME-1 inh | pPAFAH FP inh | LYPLA2 counter | PAFAH1B3 inh | PAFAH1B2 inh | PAD4 inh
O=C1CCCCN1CCC(=O)N1CCCC(N2CCN(c3ccccc3)CC2)C1 (configuration not stated)
 : -3 | -2 | 0 | 0 | 3 | -5 | 1 | 7 | -3
CCN(CC)S(=O)(=O)c1ccc(C)c(NC(=O)COC(=O)CCC(=O)c2cccs2)c1
 : 9 | -3 | / | 16 | 7 | 1 | -1 | 0 | -3
CN(C)/C=C/C(=O)c1cnc(-c2ccccn2)s1
 : -3 | 1 | -1 | -2 | 5 | 0 | 4 | 0 | -8
Cc1ccc(-n2c(Cc3cccs3)nnc2SCC(=O)Nc2ccc(S(N)(=O)=O)cc2)cc1
 : 9 | -1 | -1 | -5 | 26* | -1 | 8 | 7 | 2
CCOc1ccccc1NC(=O)c1ccc(CN2CCc3ccccc3C2)cc1
 : -4 | -3 | 2 | -12 | 1 | -1 | 5 | -1 | -1
CC(C)=C(NC(=O)c1ccccc1)C(=O)NCCCC(=O)O
 : 5 | 1 | -5 | 8 | -1 | 1 | 1 | 1 | -3
CCc1ccc(/C=C2\SC(N3CCCC3)=NC2=O)cc1
 : 0 | 1 | -2 | 10 | 4 | 3 | 2 | 2 | 2
O=C(NCc1ccccc1)c1cc[n+](CC(=O)c2cccs2)cc1
 : / | -3 | 0 | 0 | 7 | 5 | / | / | -2
CCOCC(=O)Nc1c(C(=O)Nc2ccc3c(c2)OCO3)oc2ccccc12
 : -2 | 0 | -9 | 3 | 1 | -1 | 2 | 7 | -3
O=C(CCCn1c(SCC(=O)c2ccc(F)cc2)nc2ccccc2c1=O)NCc1ccco1
 : -2 | -3 | 6 | -10 | 1 | 0 | 2 | 4 | -1
O=c1cc(N2CCCCC2)c(-c2ccccc2)nn1Cc1cccc(F)c1
 : -4 | -4 | 5 | 3 | 12 | -5 | 6 | 11 | 2
COc1cc(O)c(C(CC(=O)N2CCOCC2)c2ccc(N(C)C)cc2)c(OC)c1 (configuration not stated)
 : 1 | -7 | 6 | 2 | -3 | -1 | -1 | 3 | 0
CCNc1nc(NCC)n2c(SCC(=O)Nc3ccc(C)c(C)c3)nnc2n1
 : 6 | 1 | 2 | -7 | 2 | 2 | 7 | 7 | -2
Nc1ccccc1Nc1ccccc1
 : -2 | 2 | 8 | 2 | 8 | 3 | -1 | 0 | -3
Oc1ccc2ccccc2c1C=Nc1ccc(Cl)cn1
 : -8 | -1 | 24 | 4 | 1 | 0 | 2 | 4 | 3
CCOc1ccc(CN2CCN(Cc3cccc4nonc34)CC2CCO)cc1 (configuration not stated)
 : -14 | -1 | -3 | 6 | 4 | 4 | -1 | 1 | -3
CCCCOC(=O)NC(NCC(O)c1ccccc1)(C(F)(F)F)C(F)(F)F (configuration not stated)
 : 4 | 0 | 7 | 2 | 2 | 0 | 2 | 0 | -2
CNC(=O)c1ccc2snnc2c1
 : -3 | 1 | 14 | -6 | -1 | -4 | 2 | 6 | 6
CC1(C)OC(=O)N(CC(=O)Nc2cccc(C(F)(F)F)c2)C1(C)O (configuration not stated)
 : 2 | -2 | -8 | 5 | 4 | 1 | 0 | 3 | 1
Cc1cc(S(=O)(=O)n2[nH]c(=O)c(CCO)c2C)c(Cl)cc1Cl
 : 6 | -1 | 4 | 4 | -1 | 3 | 9 | 3 | 2
Cc1ccc2cc(CN(Cc3nnnn3Cc3ccco3)CC3CCCO3)c(=O)[nH]c2c1C (configuration not stated)
 : 0 | 5 | -4 | 3 | 9 | -2 | 4 | 3 | -2
CC[C@H]1C/C=C\Cc2ccccc2[C@@H](C(=O)C[C@@H](O)CC(C)=O)OC1=O
 : -2 | / | / | / | -1 | / | 3 | 4 | -3
CCOc1cccc(-c2c(C(=O)N/N=C(\C)c3ccncc3)nnn2-c2nonc2N)c1
 : 0 | 1 | -10 | 1 | 7 | -1 | 0 | 2 | 0
Cn1cccc1C(=S)N=P(C1CCCCC1)(N1CCOCC1)N1CCOCC1
 : 0 | -1 | -3 | -2 | 5 | 0 | -6 | -2 | -7
Cc1ccc(CN2CCN(Cc3ccc(-n4cccn4)cc3C)CC2CCO)cc1 (configuration not stated)
 : 3 | -1 | 3 | 4 | -4 | 1 | 12 | 6 | -2
CCOC(=O)Cc1csc(NC(=O)Cc2ccc(Cl)cc2)n1
 : -3 | 1 | -9 | -4 | 0 | 1 | 5 | 19 | 4
O=C(O)CCc1ccc(-c2ccc(Cl)cc2)n1NC(=O)c1ccc(O)cc1
 : 3 | 2 | 6 | -2 | 6 | 4 | 5 | 1 | -1
c1cncc(Cc2cc3ccccc3[nH]2)c1
 : -4 | 2 | -1 | 1 | 6 | 5 | -5 | -7 | -1
COc1ccc(COCC(O)CN2CC(C)OC(C)C2)cc1OC (configuration not stated)
 : 0 | 2 | 1 | -2 | -4 | 0 | 11 | -3 | -2
COC(=O)C1=C(C(=O)OC)SC2(S1)C(C(=O)OC)=C(C(=O)OC)SC1=C2c2cc(C)cc(C)c2NC1(C)C
 : 4 | 4 | -15 | -12 | -9 | -1 | 9 | 3 | 9
COc1cccc(CNC(=O)CCC2CCCN(c3cc(C)nc(N)n3)C2)c1 (configuration not stated)
 : 0 | -3 | 2 | -5 | -2 | -4 | 2 | 6 | -6
COc1ccccc1NC(=O)N1CCN(C)CC1
 : -2 | 1 | 1 | 1 | -3 | 1 | 4 | 2 | -2
CCSC(=Nc1ccccc1)C1=C(O)COC1=O
 : -2 | -1 | -2 | -6 | -1 | 3 | 1 | 2 | 1
CCOc1cc(/C=N\NC(=O)CN2CCOCC2)ccc1OCc1ccc(F)cc1
 : -5 | -1 | 0 | -3 | 5 | 0 | -1 | 2 | -2
CC1Cc2nc(SCC(=O)N3CCCC3)n(C)c(=O)c2S1 (configuration not stated)
 : 4 | 2 | 4 | 7 | 4 | 2 | -4 | -1 | -1
CCCC(=O)Nc1nc(C)c(-c2csc(Nc3ccc(Cl)cc3)n2)s1
 : 10 | -16 | -10 | 20 | 13 | -10 | 9 | 5 | -9
O=C(COc1cc2oc(=O)cc(-c3ccccc3)c2cc1Cl)NC(Cc1c[nH]c2ccc(O)cc12)C(=O)O (configuration not stated)
 : 0 | 1 | 8 | 12 | 16 | 6 | 12 | 9 | -3
CCc1cccc(CC)c1-n1c(SCC(=O)c2c(N)n(C)c(=O)n(C)c2=O)nnc1-c1cccnc1
 : -8 | -4 | 4 | -2 | 0 | -4 | 6 | 1 | 2
Cc1cc(C)c(C#N)c(N2CCN(S(=O)(=O)Cc3ccccc3)CC2)n1
 : -11 | -1 | 0 | 3 | 13 | 5 | 10 | 1 | 2
COc1ccc(-n2nc(C(=O)NCC(=O)NCC3COc4ccccc4O3)c3ccccc3c2=O)c(OC)c1 (configuration not stated)
 : -5 | 0 | 5 | 0 | -5 | 0 | 9 | 1 | -3
CCC(=O)Nc1ccc2nc(SCC(=O)N3CCCC3)sc2c1
 : -4 | 2 | 5 | 9 | 2 | 2 | 2 | -3 | -5
COc1cc(C2c3c(oc4cc(C)c(C)cc4c3=O)C(=O)N2c2cc(C)ccn2)ccc1O (configuration not stated)
 : 0 | 0 | 5 | -6 | 1 | -2 | 7 | -1 | -2
O=C(C(Cc1ccccc1)n1cccc1)N1CCc2ccccc21 (configuration not stated)
 : 9 | 1 | -3 | -2 | 5 | -6 | 0 | 2 | -6
CC(=O)c1ccc(NC(=O)Nc2cccc(Cl)c2)cc1
 : -17 | -36 | -64 | -58 | -27 | -68 | -23 | -13 | -7
COc1ccc(C2NC(=S)N3C(c4ccc(OC)cc4)NC(=S)N23)cc1 (configuration not stated)
 : -8 | 4 | -5 | -1 | 6 | 7 | 1 | 2 | 4
COC(=O)C1N[C@@H]([C@@H](NC(=O)COc2ccccc2)C(=O)NCc2ccc(OC)cc2)SC1(C)C (some centres not stated)
 : 0 | 0 | 13 | 2 | 2 | -6 | 6 | -3 | -3
Cc1cc(C)c(NC(=S)NCCO)c(C)c1
 : 7 | 0 | 3 | 2 | -2 | 6 | 7 | 6 | -4
O=C(Cn1cc([N+](=O)[O-])cn1)Nc1ccn(Cc2c(F)c(F)c(F)c(F)c2F)n1
 : -6 | -1 | -2 | 1 | -2 | 10 | -1 | 0 | 0
Cc1ccc(S(=O)(=O)N2CCC(C(=O)N[C@@H](C)C(=O)Nc3ccc4c(c3)OCO4)CC2)cc1
 : 7 | 1 | 1 | -1 | -6 | -6 | -2 | 2 | -5
CC1(C)CC(=O)C(Sc2ccc(Br)cc2)=C(O)C1
 : -1 | 4 | 4 | 8 | 3 | 4 | 7 | 2 | -1
O=C(NCCCN1CCOCC1)C(=O)N/N=C/c1c2ccccc2cc2ccccc12
 : 1 | 1 | -1 | -4 | 8 | -4 | 7 | 0 | -6
O=C1c2ccccc2C(=O)N1CCOc1ccccc1Cl
 : -5 | -1 | 4 | 0 | 0 | 7 | -5 | -5 | 1
O=c1c(Cc2ccc(F)cc2)c(O)ccn1Cc1ccco1
 : 2 | 3 | 1 | -3 | 7 | 9 | 11 | 3 | 2
COc1ccc(CNC(=O)C2CC(c3cccc([N+](=O)[O-])c3)=NO2)cc1 (configuration not stated)
 : 1 | 1 | 3 | 9 | 7 | 1 | -2 | 10 | 1
Cn1c(=O)c2c(nc(SCCCO)n2Cc2ccccc2Cl)n(C)c1=O
 : -7 | 1 | 5 | 1 | 2 | -6 | -10 | -1 | -2
Cc1ccc(C(O)(CCN2CCCCC2)c2ccccc2)cc1 (configuration not stated)
 : 0 | -4 | 2 | -4 | -1 | -1 | 1 | 0 | 4
COCCN(C(=O)CCC(=O)Nc1nccs1)C(C(=O)NCCC(C)C)c1ccc(F)cc1 (configuration not stated)
 : 7 | -1 | -1 | -2 | 9 | 5 | 10 | -2 | -1
Cc1cnc(NC(=O)c2ccc3c(c2)C(=O)N(Cc2ccco2)C3=O)s1
 : -3 | 6 | -6 | -3 | 2 | 6 | 4 | 1 | 0
O=C1CCN(CCc2ccccc2)CCN1CCO
 : 2 | 2 | 4 | 4 | -3 | 4 | 3 | -5 | -1
CCc1cccc(C)c1NC(=O)COC(=O)c1ccc2c(c1)S(=O)(=O)c1ccccc1C2=O
 : 4 | -2 | -5 | -3 | 6 | 3 | -5 | -3 | -3
COc1ccccc1NC(=O)c1ccc(NC(=O)COC(=O)C2CCCCC2)cc1
 : 11 | -5 | 0 | -6 | 1 | -6 | 1 | -1 | 0
CCS(=O)(=O)N1Cc2ccccc2CC1C(=O)N1CCN(c2cccc(C)c2C)CC1 (configuration not stated)
 : 9 | 3 | -5 | -10 | 3 | 6 | 2 | 5 | 1
CCn1c(SCC(=O)Nc2ccc(N3CCOCC3)cc2)nnc1-c1ccc(OC)cc1
 : -5 | -1 | -2 | 2 | -5 | -2 | 15 | 2 | -6

Not all compounds are listed; rates above refer to the full screens.
